RGS4 inhibitor – blocks human RGS4-accelerated GTP hydrolysis; AID 504845; Potency, µM (doses to about 114 µM), inactives show at the top dose activity change, negative = inhibition, hits mostly inhibitors; 390,000 compounds, 0.039% hits; Transcreener GDP fluorescence polarization, RGS4-accelerated GTP hydrolysis; P49798; also: potency is read from the fitted curve at half-maximal effect; % is scaled to controls: 0 for no effect and ±100 for the full control effect; nearly all actives have a fitted effect of over 75% in size; some results filed as inactive show a strong effect at the top dose
Target sequence (P49798 whole entry, looked up): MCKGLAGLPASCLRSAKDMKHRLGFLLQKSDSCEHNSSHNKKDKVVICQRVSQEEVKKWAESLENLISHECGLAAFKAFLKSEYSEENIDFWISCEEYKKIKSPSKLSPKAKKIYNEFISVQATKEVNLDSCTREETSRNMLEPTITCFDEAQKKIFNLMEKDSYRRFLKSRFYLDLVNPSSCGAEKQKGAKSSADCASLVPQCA
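MLSMR compounds (23 nl, pin-transferred) preincubated 10 min at room temperature with a 500nM (2x) first reagent, then RGS4 at 900nM (2x) plus Transcreener GDP mix added; fluorescence polarization (620/688 nm) read before and after 90 min at 30 °C.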
JMJD2A Tudor – inhibitors of human JMJD2A Tudor domain. 390,000 compounds, 4.4% hits. AlphaScreen JMJD2A-Tudor / H3K4me3 peptide binding. Potency, µM (doses to about 114 µM), without a hit: at the top dose activity change, negative = inhibition, most hits filed as inhibitors. AID 504339; also: potency is read from the fitted curve at half-maximal effect; % is scaled to controls: 0 for no effect and ±100 for the full control effect; nearly all actives have a fitted effect of over 50% in size
ALOX12 inh – ALOX12 (human) lipoxygenase inhibition. P18054. purified 12hLO, xylenol orange hydroperoxide absorbance. Potency, µM (titrated, usually from 108 µM), for inactives: at the top dose activity change, negative = inhibition, most hits filed as inhibitors. 580,000 compounds, 1.1% hits. AID 1671190; also: potency is read from the fitted curve at half-maximal effect; % is scaled to controls: 0 for no effect and ±100 for the full control effect
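Purified human 12hLO at 150 nM in 25 mM Hepes, 0.01% Triton X-100, pH 7.0, preincubated 15 min at room temperature with compound. Reaction started with 40 uM arachidonic acid, 30 min at room temperature. Hydroperoxide measured by Fe-xylenol orange, 573/405 nm absorbance ratio.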
G9a block – blocks human histone lysine methyltransferase G9a | Potency, µM (series often up to 102 µM), without a hit: at the highest dose activity, negative = inhibition, actives largely listed as inhibitors | G9a H3K9 monomethylation, AlphaScreen, 2 h | Q96KQ7 | 350,000 compounds, 8.8% hits; also: potency is read from the fitted curve at half-maximal effect; % is scaled to controls: 0 for no effect and ±100 for the full control effect; nearly all actives have a fitted effect of over 75% in size
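Compounds were preincubated with 20 nM G9a for 15 min, after which biotinylated H3K9 peptide (500 nM) and SAM (20 uM) started a 2 h room-temperature reaction. Monomethylated product was quantified by antibody-based AlphaScreen chemiluminescence.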
ERG-DNA inh – ERG Ets/DNA interaction inhibition; Potency, µM (highest dose often 76.9 µM), without a hit: top-dose FP activity, negative = inhibition, hits mostly inhibitors; fluorescence polarization, His-ERG Ets domain / labelled DNA; 370,000 compounds, 0.028% hits; active = well fitted inhibition curve with a large enough effect in the polarisation, with a control signal flat; inconclusive = small, poorly fitted or top-dose-only effect, or effect the other way, or a change in a side signal; inactive = no such curve, though single readings can be large or run the other way; the % refers to the polarisation;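 also: polarization taken with two DNA probes labelled with fluorescein and Texas red; potency is read from the fitted curve at half-maximal effect; % of control where 0% means no effect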
Target sequence (P11308 whole entry, looked up, the tested form may be a part): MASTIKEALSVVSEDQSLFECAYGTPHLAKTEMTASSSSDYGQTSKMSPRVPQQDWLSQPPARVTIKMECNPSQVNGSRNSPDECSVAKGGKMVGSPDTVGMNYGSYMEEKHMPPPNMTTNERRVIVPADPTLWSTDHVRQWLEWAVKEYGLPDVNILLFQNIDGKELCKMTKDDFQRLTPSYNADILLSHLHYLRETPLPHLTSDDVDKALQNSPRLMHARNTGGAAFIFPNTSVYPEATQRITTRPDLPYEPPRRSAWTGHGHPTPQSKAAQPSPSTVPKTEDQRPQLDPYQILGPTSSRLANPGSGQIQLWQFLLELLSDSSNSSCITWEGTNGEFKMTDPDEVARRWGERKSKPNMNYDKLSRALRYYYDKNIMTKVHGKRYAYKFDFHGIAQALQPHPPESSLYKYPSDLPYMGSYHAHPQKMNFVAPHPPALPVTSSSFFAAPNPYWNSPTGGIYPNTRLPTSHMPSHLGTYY
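His-tagged ERG Ets domain (1 uM in the protein solution; 300mM KCl, 50mM Tris-HCl, 1mM EDTA, 1mM DTT, pH 7.5) received compound, then a probe mix of 5 nM fluorescein-DNA and 100nM Texas-615-DNA. Fluorescence polarization was read for both dyes.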
HP1b chromo inh – HP1-beta chromodomain-methylated histone interaction inhibition | AlphaScreen HP1-beta / biotin-H3K9me3 peptide binding | P83916 | 390,000 compounds, 0.56% hits | Potency, µM (top dose mostly 114 µM), inactives show at the top dose activity change, negative = inhibition, hits mostly inhibitors | AID 540317; also: potency is read from the fitted curve at half-maximal effect; nearly all actives have a fitted effect of over 70% in size; inactives centre near 23
Target sequence (P83916 whole entry, looked up): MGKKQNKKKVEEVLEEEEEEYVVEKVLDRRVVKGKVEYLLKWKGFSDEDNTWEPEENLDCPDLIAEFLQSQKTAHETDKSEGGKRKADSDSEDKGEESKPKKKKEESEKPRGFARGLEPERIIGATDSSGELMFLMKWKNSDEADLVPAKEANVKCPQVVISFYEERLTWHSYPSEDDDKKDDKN
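HP1-beta protein (50 nM final) preincubated 30 min at room temperature with biotinylated H3(1-18)K9me3 peptide (50 nM) in PBS pH 7.4, 0.01% Tween-20, then compound added for 30 min. AlphaScreen streptavidin donor/nickel chelate acceptor beads (10 ug/mL final), 30 min dark, luminescence read.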
BAZ2B inh – BAZ2B (human) inhibition | Q9UIF8 | AlphaScreen BAZ2B-H3K14Ac peptide displacement | Potency, µM (highest dose often 114 µM), inactives show at the top dose activity change, negative = inhibition, usual class: inhibitors | 360,000 compounds, 4.4% hits; also: potency is read from the fitted curve at half-maximal effect; % is scaled to controls: 0 for no effect and ±100 for the full control effect; nearly all actives have a fitted effect of over 60% in size
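Complex of BAZ2B and biotin-H3K14Ac (50 nM apiece) forms over 30 min at RT, then faces library compounds up to 110 uM for another 30 min; AlphaScreen beads added, 20 min dark incubation, luminescence read.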
PI4K2A block – PI4K2A (human) kinase inhibition; 420,000 compounds, 0.13% hits; purified PI4K2A, ADP-Glo luminescence, 1 h; active compounds read low; activity change, negative = inhibition, % at 76.9 µM; Q9BTU6; in the data active = activity change below about -50%; inconclusive = mostly about -30% to -49%;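 also: -100% = wells without enzyme as full effect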
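ADP-Glo luminescence measured ADP generated by PI4K2A enzyme (4 ug/mL before mixing) with 1.2 mM PI substrate (pre-mix) and 300 microM ATP (pre-mix). Tris pH7.5 buffer with MgCl2, Triton X-100; 1 h reaction at ambient temperature.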
GLS inh – glutaminase GLS (human) inhibition | GLS enzymatic activity, qHTS titration | Potency, µM (series often up to 45.5 µM), for the others: at the top dose activity change, negative = inhibition, most hits filed as inhibitors | 410,000 compounds, 0.21% hits | AID 624170; also: potency is read from the fitted curve at half-maximal effect; % is scaled to controls: 0 for no effect and ±100 for the full control effect
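Human kidney-isoform GLS in 45 mM KH2PO4 pH 8.2, 0.02% Tween-20, with compound, started with 1mM L-Glutamine (added stock). Glutamate oxidase/HRP/Amplex red coupled fluorescence read at start and after 30 min at RT.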
* = called active by the depositor; i = inactive; ? = inconclusive; nt = no result given; & = joins results of further samples; [ ] = another dose, or the depositor's remark. Unless noted, calls follow the shape of the dose curve; as a rule, active = well fitted curve in the direction sought with a large enough effect; inconclusive = small, poorly fitted or top-dose-only effect, or another doubt; inactive = no such curve, though single readings can be large; an effect the other way counts as inactive or inconclusive. This is a subset. The share of hits here may be higher or lower than overall.

SMILES	RGS4 inhibitor	JMJD2A Tudor	ALOX12 inh	G9a block	ERG-DNA inh	HP1b chromo inh	BAZ2B inh	PI4K2A block	GLS inh
CC(C)C(C)NC(=O)CN1C(=O)NC(C)(c2ccc3ccccc3c2)C1=O (stereo unspecified)	2%[56.9 µM]	-20%	0%	9%	7%	41%[activator]	-1%	8	-5%
Cc1cccc(C2NC(=O)c3ccccc3O2)c1 (stereo unspecified)	-33%	12%[57.1 µM]	0%	16%	-5%	68%[activator]	-5%	6	-4%
Cc1cc(C)n2c(SCC(=O)Nc3ccc(F)cc3F)nnc2n1	-27%	89µM*	39%[activator]	?	-13%	-5%	-13%	-6	-7%
CCC(O)c1nc2ccccc2n1CCOc1cc(C)cc(C)c1 (stereo unspecified)	24%	-31%	3%	?	3%	15%	-5%	-1	-9%
Cc1noc(C)c1S(=O)(=O)N1CCCC(C(=O)NCc2ccccn2)C1 (stereo unspecified)	13%	1%	3%	6%	-9%	37%	1%	0	5%
Cn1c2ccccc2c2nnc(SCC(=O)NC3CC3)nc21	-10%	0%	-12%	20%	5%	9%	4%	-4	-14%
COc1ccc(C(=O)Nc2nnc(-c3ccco3)s2)cc1	-22%	-9%	20%	15%[59 µM]	nt	32%	11%	-3	4%
CN(CCc1ccccc1)C(=O)c1cccc(NC(=O)Cc2cccc(NC(=O)C3CCN(C(=O)C4CCCC4)CC3)c2)c1	-24%	-12%	1%	nt	-7%	58%[activator]	nt	4	-2%
O=C1OC[C@@H]2CCCN2C(=O)[C@H](CC(=O)N(CCO)Cc2ccccc2)C/C=C\CC[C@H]1Cc1ccc(F)cc1	-1%	-19%	14%	nt	-7%	16%	nt	-3	-2%
CCOc1ccc(N=C2SC(C(=O)Nc3ccccc3C#N)C(N)=C2C(=O)Nc2ccc(Cl)cc2)cc1 (stereo unspecified)	-30%	?	-19%	?	-5%	18%	?	-3	1%
C=CCC[C@@H](Cc1ccc(F)cc1)C(=O)OCCNC(=O)[C@H](CC=C)CC(=O)NCCO	-38%	1%	-4%	nt	-2%	37%	nt	-1	0%
Cc1cc(C)c(NC(=O)c2cc3sc(Cl)cc3n2C)c(C)c1	8%	-1%	-14%	6%[59 µM]	-2%	4%	-6%	-1	-14%
Cc1ccn(CCC(=O)NC2CCCc3c2cnn3-c2cccc(C)c2C)n1 (stereo unspecified)	-19%[56.9 µM]	?	-2%	14%	-4%	8%	-4%[57.1 µM]	6	-2%
COc1ccccc1OCc1ccc(C(=O)N2CCOCC2)o1	-15%	-4%	11%	?	nt	30%	-2%	-3	-8%
CCCCOc1ccc(N(CC(=O)NCc2ccccc2)C(=O)c2csnn2)cc1	-21%	-3%	-12%	1%	-2%	24%	-6%	0	-1%
O=[N+]([O-])c1ccccc1S(=O)(=O)Nc1ccc(S(=O)(=O)Nc2nccs2)cc1	-15%	-24%	?	45µM*	10%	-14%	-21%	-8	3%
CCOc1c(Cl)cc(CNCC(C)C)cc1Cl	-12%	-3%	1%	nt	-1%	27%	nt	-5	-1%
COc1ncnc2c1cnn2-c1ccccc1	-38%	-4%	-14%	23%[59 µM]	-4%	34%	-6%	-6	-1%
COc1cc(NC(=O)[C@@H](NC(=O)c2ccco2)C(C)C)c(OC)cc1NC(=O)c1ccccc1	-16%	-4%	-26%	-8%	-2%	7%	-13%	1	0%
Cc1cc(C)cc(NCc2ccncc2)c1	10%	-12%	27%	4%	10%	-4%	-31%	0	9%
COc1ccc(NC(=O)CN(C)C(=O)c2ccc(=O)[nH]c2)cc1	-37%	4%	-10%	-3%	3%	22%	-15%	-4	-14%
CCOc1ccc(-c2nnc(SCC(=O)Nc3cccc(C#N)c3)o2)cc1	-21%	?	-16%	-37%[59 µM]	9%	23%	-14%	-2	1%
O=C(NNc1nc2ccccc2s1)Nc1ccc(F)cc1	3%	-19%	?	2%[59 µM]	-5%	18%	-18%	-2	15%
COc1ccc2c(c1)OC13CCCCC1C2C(C(=O)c1ccccc1)C(=O)N3 (stereo unspecified)	1%	-18%	-4%	-3%	-1%	34%	-4%	-2	1%
CCOc1ccc(-n2nc3ccc(N)cc3n2)cc1	-39%	32%	49%[activator]	nt	0%	24%	-32%	-5	11%
Continued.
SMILES	RGS4 inhibitor	JMJD2A Tudor	ALOX12 inh	G9a block	ERG-DNA inh	HP1b chromo inh	BAZ2B inh	PI4K2A block	GLS inh
Cc1cc(=O)n2nc(N3CCC(C(=O)NCCc4ccccc4)CC3)sc2n1	25%	-12%	0%	59%[activator][59 µM]	6%	22%	-5%	0	4%
CC(C)Oc1ccc(-c2nc(NCC3CCCO3)c3ccccc3n2)cc1 (stereo unspecified)	7%	-7%	-13%	nt	0%	37%	0%	-2	13%
Cc1ccc(C(=O)N2CCc3cc4c(cc3C2C)OCCCO4)cc1 (stereo unspecified)	-11%[56.9 µM]	-20%	13%	?	-14%	17%	-25%	-6	-8%
COc1cc(C)cc2oc(=O)c(CC(=O)N3CCN(C(=O)C4COc5ccccc5O4)CC3)c(C)c12 (stereo unspecified)	-33%[56.9 µM]	-24%	-2%&15%	2%	1%	6%	-2%	3	1%
CCOC(=O)c1sc(C)c2c1NC(C)(c1ccccc1)NC2=O (stereo unspecified)	-8%[11.4 µM]	20%[11.4 µM]	i	-12%[2.33 µM]	4%	-9%	7%	-8	-21%
O=C1CCCCCN1C(=O)c1cccc(C(=O)N2CCCCCC2=O)c1	31%	1%	-5%	2%[59 µM]	2%	29%	2%	-6	6%
O=C(CSc1ncnc2[nH]ncc12)Nc1nc(-c2ccc(F)c(F)c2)cs1	24%[56.9 µM]	-31%	9%	0%	3%	57%[activator]	-33%	0	-15%
O=C(OCn1nnc2ccccc2c1=O)c1cccnc1	-1%	-16%	?	13%[12.7 µM]	2%	10%	-24%	1	7%
OC12CCCCC1C(c1ccc3c(c1)OCO3)N(Cc1cccc(F)c1)CC2 (stereo unspecified)	-10%	-27%	0%	?	3%	0%	?	-4	4%
CC(C)C1CC(CCN)(c2ccccc2)CCO1 (stereo unspecified)	-11%[11.4 µM]	-8%[11.4 µM]	23%	nt	11%	-28%	-23%	2	-3%
NNc1nc2cc3c(cc2s1)OCCO3	-4%	-3%	?	71µM*	9%	25%	?	-5	-8%
CCN(CC)CCCN(Cc1cc2cc3c(cc2[nH]c1=O)OCO3)C(=S)NCCOC	-8%	-8%	-5%	8%[0.501 µM]	-6%	33%	6%	-9	-3%
Cc1nnc2c3ccccc3c(-c3cccs3)nn12	-28%	4%	63%[activator]	-10%	-8%	22%	-19%	-5	-23%
CCOC(=O)c1oc2c(CN3CCN(C)CC3)c(O)ccc2c(=O)c1-c1ccccc1OC	0%	-16%	9%	21%	-2%	49%[activator]	2%	3	17%
Cn1nc(C(=O)NNC(=O)CCc2ccccc2Cl)c2ccccc2c1=O	14%	-10%	21%	-1%	1%	18%	14%	1	7%
Cc1ccc(CNC(=O)c2nn(C)c3c2CS(=O)(=O)c2ccccc2-3)cc1	-41%[56.9 µM]	?	11%&-10%	14%	6%&3%	16%&8%	-5%&-9%	1&2	18%&-11%
COc1ccc(C(=O)NCCSCc2ccc(Cl)cc2)cc1OC	24%	-17%	-5%	7%	-6%	17%	-3%	-3	-2%
CCS(=O)(=O)N1CCCC(C(=O)NCc2ccc3c(c2)OCO3)C1 (stereo unspecified)	-12%	-13%	0%	5%[0.501 µM]	-2%	37%	-9%	-1	1%
CCN1C(=O)c2ccccc2S(=O)c2ccc(C(=O)NCc3ccc(C)cc3)cc21 (stereo unspecified)	-3%	-14%	0%	-1%[59 µM]	0%	17%	-3%	-1	5%

Part of the list above in order of number of heavy atoms, falling.
SMILES	RGS4 inhibitor	JMJD2A Tudor	ALOX12 inh	G9a block	ERG-DNA inh	HP1b chromo inh	BAZ2B inh	PI4K2A block	GLS inh
CCOC(=O)c1oc2c(CN3CCN(C)CC3)c(O)ccc2c(=O)c1-c1ccccc1OC	0%	-16%	9%	21%	-2%	49%[activator]	2%	3	17%
CCN(CC)CCCN(Cc1cc2cc3c(cc2[nH]c1=O)OCO3)C(=S)NCCOC	-8%	-8%	-5%	8%[0.501 µM]	-6%	33%	6%	-9	-3%
Cc1cc(=O)n2nc(N3CCC(C(=O)NCCc4ccccc4)CC3)sc2n1	25%	-12%	0%	59%[activator][59 µM]	6%	22%	-5%	0	4%
O=C(CSc1ncnc2[nH]ncc12)Nc1nc(-c2ccc(F)c(F)c2)cs1	24%[56.9 µM]	-31%	9%	0%	3%	57%[activator]	-33%	0	-15%
Cc1ccc(C(=O)N2CCc3cc4c(cc3C2C)OCCCO4)cc1 (stereo unspecified)	-11%[56.9 µM]	-20%	13%	?	-14%	17%	-25%	-6	-8%
Cc1nnc2c3ccccc3c(-c3cccs3)nn12	-28%	4%	63%[activator]	-10%	-8%	22%	-19%	-5	-23%
